D2 antag = HTS Assay for Allosteric Antagonists of the Human D2 Dopamine Receptor: Primary Screen for Antagonists | inhibition, % at 10 µM | 340,000 tested, 2% active | AID 485344, 2010 | HEK293 TREx D2 cells, calcium flux, dopamine EC80; in the data active = inhibition above about 30%; also: 0% is about no effect
Target sequence (P14416 whole entry, looked up): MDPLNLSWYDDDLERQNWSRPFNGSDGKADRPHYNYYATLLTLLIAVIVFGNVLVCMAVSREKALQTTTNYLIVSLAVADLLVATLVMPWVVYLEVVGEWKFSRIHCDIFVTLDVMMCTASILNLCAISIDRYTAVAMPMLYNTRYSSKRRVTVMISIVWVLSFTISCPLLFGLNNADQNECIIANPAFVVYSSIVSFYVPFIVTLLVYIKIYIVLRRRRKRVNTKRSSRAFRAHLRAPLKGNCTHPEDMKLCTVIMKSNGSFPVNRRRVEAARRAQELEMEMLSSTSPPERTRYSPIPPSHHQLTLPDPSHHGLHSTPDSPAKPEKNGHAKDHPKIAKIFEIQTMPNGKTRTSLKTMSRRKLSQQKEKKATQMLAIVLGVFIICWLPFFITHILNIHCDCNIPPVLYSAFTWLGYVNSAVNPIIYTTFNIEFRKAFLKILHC
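Dopamine at EC80 is the agonist stimulus; test compounds precede it by 180 s. Calcium flux read kinetically in a force-coupled, inducible HEK293 T-REx D2 cell line.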
D1 agonist = Allosteric Agonists of the Human D1 Dopamine Receptor: qHTS; 360,000 tested, 1% active; AID 504660, 2011; HEK293 T-REx D1 cells, calcium flux, agonist mode; activation, % at 2 µM; D(1A) dopamine receptor (Homo sapiens), P21728; in the data active = activation above about 30%; also: 0% is about no effect
Target sequence (P21728 whole entry, looked up): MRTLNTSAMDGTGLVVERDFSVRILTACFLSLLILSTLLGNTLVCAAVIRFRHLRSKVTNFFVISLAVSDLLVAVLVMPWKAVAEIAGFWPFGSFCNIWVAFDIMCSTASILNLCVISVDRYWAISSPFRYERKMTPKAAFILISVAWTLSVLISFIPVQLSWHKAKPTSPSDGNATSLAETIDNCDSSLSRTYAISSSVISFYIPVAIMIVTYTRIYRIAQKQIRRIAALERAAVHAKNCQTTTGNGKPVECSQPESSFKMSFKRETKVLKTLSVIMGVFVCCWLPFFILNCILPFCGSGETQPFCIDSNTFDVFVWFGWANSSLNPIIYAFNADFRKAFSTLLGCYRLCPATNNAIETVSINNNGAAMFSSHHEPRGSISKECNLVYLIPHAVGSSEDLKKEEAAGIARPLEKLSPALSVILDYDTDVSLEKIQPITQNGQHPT
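Tetracycline-induced HEK293 TREx D1 cells, force-coupled to calcium signalling, were dye-loaded with a no-wash calcium kit. Compound was pin-added after a 10 s baseline. Fluorescence was read kinetically at 1 cycle/s for 180 s, with calcium rises flagged as agonism.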
TRHR enhancer = qHTS for Small Molecule Agonists and Allosteric Enhancers of Human TRH Receptor: Primary Screen for Enhancers; Thyrotropin-releasing hormone receptor (Homo sapiens), P34981; 360,000 tested, 0.66% active; AID 493056, 2011; TRHR cells, fluo-8 calcium fluorescence, EC20 TRH enhancement; enhancement, % at 2 µM; in the data active = enhancement above about 30%; also: 0% is about no effect
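TRHR-expressing cells loaded with fluo-8 calcium dye were read kinetically (ex 480/em 530) during compound addition, then stimulated with an EC20 of TRH (10 nM final). Enhancement of the Gq-mediated intracellular calcium response was scored.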
D2 agonist = HTS Assay for Allosteric Agonists of the Human D2 Dopamine Receptor: Primary Screen for Agonists; HEK293 T-REx D2 cells, calcium flux agonist mode; activation, % at 2 µM; 340,000 tested, 0.53% active; AID 485358, 2010;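 active = activation over 3 SD above normal in the single-dose calcium agonist read, cut at about 30% in these data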; also: 0% is about no effect
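Agonism is scored from calcium flux in a force-coupled, inducible HEK293 cell line expressing D2, read kinetically for 180 s after compound addition against dopamine controls.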
D1 potentiator = Potentiators of Human D1 Dopamine Receptor: qHTS. D(1A) dopamine receptor (Homo sapiens), P21728. HEK293 TREx D1 cells, calcium flux, dopamine EC20 potentiation. potentiation, % at 10 µM. 360,000 tested, 0.036% active; in the data active = potentiation above about 30%; also: 0% is about no effect
D2 PAM = HTS Assay for Positive Allosteric Modulators of the Human D2 Dopamine Receptor: Primary Screen for Potentiators | D(2) dopamine receptor (Homo sapiens), P14416 | HEK293 T-REx D2, calcium flux, EC20 dopamine potentiation | potentiation, % at 10 µM | 340,000 tested, 0.34% active | AID 485347, 2010;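 active = potentiation over 3 SD above the plate norm, cut at about 30% in these data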; also: 0% is about no effect
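Tetracycline-induced Hek293 Trex D2 cells, force-coupled to calcium, loaded with no-wash calcium dye. Compound added with 180 s kinetic read for agonism, then EC20 dopamine and a further 180 s read for potentiation.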
RXFP1 ag = qHTS Assay for Agonists of the Relaxin Receptor RXFP1 | HEK293T-RXFP1 cAMP TR-FRET, 30 min; response scale: percent of porcine relaxin response, buffer zero | AID 2676, 2010 | 370,000 tested, 0.3% active | Potency, µM (top dose mostly 57.5 µM), without a hit: top-dose activation, usual class: activators | Relaxin receptor 1 (Homo sapiens), Q9HBX9; active = well fitted activation curve with a large enough effect; also: potency is read from the fitted curve at half-maximal effect; % is scaled to controls: 0 for no effect and ±100 for the full control effect; nearly all actives have a fitted effect of over 60% in size; many of its hits are not listed in these tables
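HEK293 cells stably expressing RXFP1, treated 30 min at 37C with compounds plus PDE4 inhibitor Ro 20174; cAMP measured by HTRF TR-FRET. Normalized to buffer and 29 nM porcine relaxin; EC50 by Hill fit.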
RXFP1 antagonist = qHTS Assay for Antagonists of the Relaxin Receptor RXFP1; HEK293-RXFP1, relaxin-stimulated cAMP HTRF, 30 min; stronger effect = lower value; 350,000 tested, 0.59% active; Relaxin receptor 1 (Homo sapiens), Q9HBX9; AID 1259400, 2018; activity change, negative = inhibition, % at 57.5 µM;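 active = activity change of -60% or lower, but not beyond a set lower limit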; also: % is scaled to controls: 0 for no effect and ±100 for the full control effect
D1 antag = Antagonist of Human D 1 Dopamine Receptor: qHTS; D(1A) dopamine receptor (Homo sapiens), P21728; HEK293 TREx D1 cells, calcium flux, dopamine EC80; stronger effect = lower value; activity change, negative = inhibition, % at 10 µM; 360,000 tested, 3.2% active; AID 504652, 2011; in the data active = activity change below about -30%; also: % is scaled to controls: 0 for no effect and ±100 for the full control effect
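HEK293 T-REx cells expressing inducible, force-coupled D1 receptor; no-wash Ca dye, 30–90 min RT. Cmpd → 180 s read at 1 Hz → EC80 DA → 180 s read.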
Active calls of the source: *; . = not tested or not shown. Not all compounds are listed; the hit share may differ from the screen's.

canonical_smiles	D2 antag	D1 agonist	TRHR enhancer	D2 agonist	D1 potentiator	D2 PAM	RXFP1 ag	RXFP1 antagonist	D1 antag
COC(=O)Cn1ncc(N2C3CC(CC(C)(C)C3)C2C)c(Cl)c1=O (stereo not drawn)	-12	1	1	-0.8	-1	0	-0.8%	-11	-1
CCC(=O)N1CCc2cc(Br)cc(S(=O)(=O)N3CCC(C(=O)Nc4ccccc4CC)CC3)c21	.	1	-7	0.3	-1	-4	4.9%	0	-4
O=C(Nc1ccc2c(c1)OCO2)C1CC(=O)N(c2cccc(Cl)c2)C1 (stereo not drawn)	11	4	-6	0.1	-5	14	4.3%	-6	13
CC(Cc1c[nH]c2ccccc12)NC(=O)C1CCCNC1=O (stereo not drawn)	25	3	-8	-0.1	5	2	0.4%	0	-1
O=C(C1CCCCN1S(=O)(=O)c1ccccc1)N1CCN(C(c2ccccc2)c2ccccc2)CC1 (stereo not drawn)	-8	8	-2	-1.6	2	-13	2.9%	9	-30*
O=C(OCc1cc(=O)n2nc(C3CC3)sc2n1)c1ccc(F)cc1	.	5	9	.	-2	21	-0.2%	.	2
CCc1sc(NC(C)=O)nc1-c1ccccc1	-7	3	4	-2.4	-1	17	0.5%	-4	-3
Cc1ccc(C(=O)c2cc3c(cc2N)OCCO3)cc1	.	-1	0	.	-5	5	0.8%	-16	-76*
c1ccc2[nH]c(-c3nc4ccccc4[nH]3)nc2c1	-3	2	-3	0.3	-6	-5	-0.4%	-6	-16
O=C(N/C(=C\c1ccc(O)cc1)C(=O)N1CCCCC1)c1ccccc1	-11	3	3	0.3	-2	19	-0.4%	-4	1
C=CCN(C(=O)c1csnn1)C(C(=O)NCc1ccc(F)cc1)c1sccc1C (stereo not drawn)	-18	7	0	2.5	.	-1	5.0%	9	-8
NC(=O)COC(=O)c1ccc(Cl)c(S(=O)(=O)N(Cc2ccccc2)c2ccc(Cl)cc2)c1	.	0	2	.	0	.	2.9%	-22	8
CCC(C)C(=O)Nc1ccc(S(=O)(=O)N2CCCC2)cc1 (stereo not drawn)	-15	3	4	-1.2	-7	-11	-0.6%	-3	0
O=C(CSc1ccc(F)cc1)NC(=O)NCc1ccccc1	2	0	2	-0.3	6	0	1.7%	1	-3
COc1ccccc1CNC(=O)C1COc2ccccc2O1 (stereo not drawn)	14	0	-6	0.3	-2	2	2.3%	-12	-17
CCOC(=O)C1=C(C)N=c2s/c(=C\c3ccc(OCC(=O)O)cc3)c(=O)n2C1c1ccc(OC(C)C)cc1 (stereo not drawn)	-10	12	11	0.6	-4	3	0.4%	-16	15
CCS(=O)(=O)N1CCN(C(=O)CCC2CCCC2)CC1	21	1	-4	0.6	-3	3	-0.1%	-6	6
O=C(CSc1nnc(-c2ccncc2)n1-c1ccccc1)Nc1ccc(Br)cc1	.	-1	5	1.9	0	-10	-0.8%	-1	-1
O=C(NCCOC(=O)c1cccs1)c1cccnc1	.	3	-2	.	-4	.	1.0%	-1	-8
Cc1cc(NC(=O)C2C3C(=O)N(c4cccnc4)C(C(=O)NC(C)(C)C)C34C=CC2(C)O4)no1 (stereo not drawn)	2	3	42*	-1.0	-8	2	1.4%	1	-10
Cc1ccc(C(=O)Nc2cccc(C(=O)OCc3cc(=O)n4c5c(sc4n3)CCCC5)c2)cc1	.	2	4	0.1	0	0	2.6%	-10	-1
CC(=O)c1c(C)nc(C)nc1NC(=O)Cc1ccccc1	4	2	-2	0.7	-5	-1	1.0%	4	-10
COc1ccc(S(=O)(=O)N2CCN(C(=S)NCC3CCCO3)CC2)cc1OC (stereo not drawn)	.	6	0	.	-3	.	1.2%	3	-4
Cc1ccc(Oc2nnc(-c3ccc(C)cc3)c3ccccc23)cc1	.	5	-7	.	-8	.	2.0%	.	4
Cc1ccc2nc(N3CCN(c4cccc(Cl)c4)CC3)c(-n3nc(C)cc3C)nc2c1	.	3	-2	0.8	2	-6	8.1%	-19	0

canonical_smiles	D2 antag	D1 agonist	TRHR enhancer	D2 agonist	D1 potentiator	D2 PAM	RXFP1 ag	RXFP1 antagonist	D1 antag
Cc1ccc(OCCn2c(C3CC(=O)N(Cc4ccc(F)cc4)C3)nc3ccccc32)c(C)c1 (stereo not drawn)	.	20	0	.	-3	9	-2.8%	.	-16
O=C(c1ccc2c(c1)N(Cc1ccccc1)C(=O)c1ccccc1S2(=O)=O)N1CCc2ccccc21	.	3	2	0.0	1	-5	1.0%	-5	6
COc1ccc(NC(C)=O)cc1NC(=O)c1ccc(C#N)cc1	3	1	5	0.2	7	6	3.3%	-14	15
CC(C)(C)NC(=O)c1cccnc1Sc1ccccc1	-7	0	11	0.9	1	3	-0.1%	16	13
S=c1[nH]nc(CSCc2ccccc2Cl)n1-c1ccccc1	1	-1	-2	-0.8	-7	6	-0.3%	-5	0
COCCNC(=O)C1CCC(CNS(=O)(=O)c2ccccc2)CC1 (stereo not drawn)	11	3	-4	0.4	4	-6	0.0%	-1	2
Cc1ccc2c(c1)N(C)/C(=C/c1cccc[n+]1CCO)S2	-19	3	6	0.9	-3	9	-2.9%	-1	3
O=C(NCc1ccccc1)N(Cc1nc2ccccc2c(=O)[nH]1)C1CCCC1	2	-1	-6	1.0	-2	4	-0.8%	2	-4
C=Cc1ccc(Cn2c(=O)n(-c3cccc(Cl)c3)c(=O)c3c4c(sc32)CN(C(C)=O)CC4)cc1	.	4	1	0.4	-6	3	-0.4%	.	10
c1ccc2c(-c3nnc(SCc4cn5ccccc5n4)o3)c[nH]c2c1	-5	0	-3	-0.1	-3	1	2.8%	-4	-22
COc1ccc(-c2nn3cnnc3s2)cc1OC	3	1	5	0.3	-3	-5	9.5%	-14	2
CCOc1nc(-c2ccccc2Cl)nc2ccccc12	-1	5	-4	-0.9	-11	3	2.0%	-14	3
O=C(CN1C(=O)COc2ccccc21)NCCCN1CCc2ccccc2C1	58*	5	-1	-0.5	1	-30	0.7%	-1	2
O=C(COc1ccc2ccccc2c1)N[C@@H](C(=O)O)c1ccc(O)cc1	-25	3	7	-1.2	-4	11	-1.4%	-7	2
CCCCOc1ccc(C(=O)NC)cc1	-12	0	9	0.9	4	.	0.8%	5	0
Cc1cc(=O)oc2c(C)c(OC3CCCCC3=O)ccc12 (stereo not drawn)	.	3	-5	.	-4	.	2.8%	10	-3
CN1/C(=C/C2CC(=O)N(c3ccc([N+](=O)[O-])cc3)C2=O)C(C)(C)c2ccccc21 (stereo not drawn)	5	2	-11	0.6	-1	0	-0.9%	7	-1
CCOC(=O)c1cc2sccc2n1CC(=O)Nc1ccc(OC)cc1	-11	0	1	3.0	-1	11	10%	-12	-7
CC(=O)C1=C(C)NC(=O)CC1c1ccc(F)cc1 (stereo not drawn)	-3	2	1	0.3	-6	-2	0.5%	8	4
CCCCCCN1CC(=O)N2[C@@H](Cc3c([nH]c4ccccc34)C2(C)C)C1=O	22	0	3	-1.0	6	2	0.9%	19	3
CC1CCC(C(C)C)C(OP(=O)(c2ccccc2)C(O)c2ccncc2)C1 (stereo not drawn)	-9	1	-9	0.6	2	.	1.5%	-4	-14
Cc1cccc(C(=O)OCC(=O)NCC2CCCO2)c1O (stereo not drawn)	-5	2	6	0.5	-1	-5	1.7%	5	-8
Cc1cccc(NC(=O)c2ccc(Cl)c(S(=O)(=O)N3CCCC3)c2)n1	-12	5	1	0.6	-9	0	-1.8%	-12	-13
CNC[C@H](CC1CCCCC1)NC[C@H](CO)NCCc1cccc(C(F)(F)F)c1	24	21	2	-0.5	-5	4	-2.2%	.	9
O=C(/C=C\c1cccs1)N1CCN(Cc2ccc3c(c2)OCO3)CC1	4	0	1	-0.6	-2	.	0.1%	-18	0

canonical_smiles	D2 antag	D1 agonist	TRHR enhancer	D2 agonist	D1 potentiator	D2 PAM	RXFP1 ag	RXFP1 antagonist	D1 antag
O=S(=O)(NC1CCCCC1N1CCN(c2ccc(F)cc2)CC1)c1ccccc1 (stereo not drawn)	11	6	1	-1.9	0	-14	0.6%	-24	-7
COc1ccc(O)c(C(=O)c2cc(SCC(=O)O)c3nc4sc5c(c4c(=O)n3c2)CCCC5)c1	-20	1	1	-0.1	-8	-6	0.4%	-9	6
CCC1S/C(=N\S(=O)(=O)c2cccs2)N(C2CCCCC2)C1=O (stereo not drawn)	9	3	-5	-2.0	8	5	0.2%	-10	6
CCN(CC)S(=O)(=O)c1cccc(-c2csc(C)n2)c1	-1	3	-1	-0.2	-2	-3	4.5%	-6	-2
CCN(CC(=O)Nc1c(F)cccc1F)C(=O)CCNC(=O)c1ccc([N+](=O)[O-])cc1	-16	2	-11	-0.3	-14	12	0.3%	2	-3
O=C(CCN1C(=O)C2C3C=CC(C3)C2C1=O)Nc1ccccn1 (stereo not drawn)	20	1	-11	-0.6	-5	-19	-0.1%	-2	-4
COc1ccc(NC(=O)Cn2nnc(C(=O)NCc3cccs3)c2N)c(OC)c1	17	3	-2	0.3	-6	10	-0.7%	6	-4
CCOC(=O)c1[nH]c(C)c(CCC(=O)NCc2ccc(CC)cc2)c1C	.	-1	4	-0.7	0	-5	0.8%	-19	-5
O=C1OC(Cc2ccccn2)C(O)=C1C1=NCCCN1 (stereo not drawn)	-23	-1	-5	1.1	1	3	0.6%	-9	26
COc1ccc(-c2cc(C(=O)Nc3c(C)nn(Cc4ccc(F)cc4)c3C)no2)cc1OC	.	6	6	0.3	-1	-1	1.7%	-4	-4
Cc1ccccc1Cn1c(=O)[nH]c2ccccc21	-6	1	-1	0.3	-5	-3	0.0%	.	-2

An excerpt of these results, with each value named:
CCN(CC)S(=O)(=O)c1cccc(-c2csc(C)n2)c1
  D2 antag: -1
  D1 agonist: 3
  TRHR enhancer: -1
  D2 agonist: -0.2
  D1 potentiator: -2
  D2 PAM: -3
  RXFP1 ag: 4.5%
  RXFP1 antagonist: -6
  D1 antag: -2
CCN(CC(=O)Nc1c(F)cccc1F)C(=O)CCNC(=O)c1ccc([N+](=O)[O-])cc1
  D2 antag: -16
  D1 agonist: 2
  TRHR enhancer: -11
  D2 agonist: -0.3
  D1 potentiator: -14
  D2 PAM: 12
  RXFP1 ag: 0.3%
  RXFP1 antagonist: 2
  D1 antag: -3
O=C(CCN1C(=O)C2C3C=CC(C3)C2C1=O)Nc1ccccn1 (stereo not drawn)
  D2 antag: 20
  D1 agonist: 1
  TRHR enhancer: -11
  D2 agonist: -0.6
  D1 potentiator: -5
  D2 PAM: -19
  RXFP1 ag: -0.1%
  RXFP1 antagonist: -2
  D1 antag: -4

Screens as filed in PubChem.
